# APOBEC3A inh – APOBEC3A ssDNA deaminase inhibitors, primary screen, selectivity assay for APOBEC3G inhibitor project, biochemical, FAM/TAMRA oligo cleavage fluorescence; DNA dC->dU-editing enzyme APOBEC-3A (Homo sapiens), P31941; recombinant A3A, FAM/TAMRA ssDNA deamination fluorescence; inhibition, % at 20 µM; actives 0.41% (n = 330,000); AID 493011, 2011;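 active means at least 40% inhibition at 20 µM here, with at most 30% in a related deaminase screen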;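 further: plate controls were A3A with DMSO for no effect and wells lacking A3A enzyme for full effect; some results filed as inactive read as strong as hits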
# Target sequence (P31941 whole entry, looked up): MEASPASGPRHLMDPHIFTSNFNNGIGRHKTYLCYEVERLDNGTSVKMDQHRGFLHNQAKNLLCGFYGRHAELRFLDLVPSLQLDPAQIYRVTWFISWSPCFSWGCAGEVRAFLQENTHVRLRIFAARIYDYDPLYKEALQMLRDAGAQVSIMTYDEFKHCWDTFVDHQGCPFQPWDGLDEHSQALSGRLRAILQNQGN
# hIAP inh – human IAP inhibitors, primary screen, biochemical, luminescence, uHTS; Intestinal-type alkaline phosphatase (Homo sapiens), P09923; AID 2544, 2010; purified IAP, CDP-Star luminescence, 30 min; actives 0.12% (n = 330,000); inhibition, % at 10 µM;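 active means inhibition reaching a set limit with compound at 10 µM in the primary screen, cut at about 35% in these data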;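 further: plate controls were DMSO wells with enzyme for no effect and no-enzyme buffer wells for full effect; values of inactives mirror those of a sister screen read the other way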
# Target sequence (P09923 whole entry, looked up): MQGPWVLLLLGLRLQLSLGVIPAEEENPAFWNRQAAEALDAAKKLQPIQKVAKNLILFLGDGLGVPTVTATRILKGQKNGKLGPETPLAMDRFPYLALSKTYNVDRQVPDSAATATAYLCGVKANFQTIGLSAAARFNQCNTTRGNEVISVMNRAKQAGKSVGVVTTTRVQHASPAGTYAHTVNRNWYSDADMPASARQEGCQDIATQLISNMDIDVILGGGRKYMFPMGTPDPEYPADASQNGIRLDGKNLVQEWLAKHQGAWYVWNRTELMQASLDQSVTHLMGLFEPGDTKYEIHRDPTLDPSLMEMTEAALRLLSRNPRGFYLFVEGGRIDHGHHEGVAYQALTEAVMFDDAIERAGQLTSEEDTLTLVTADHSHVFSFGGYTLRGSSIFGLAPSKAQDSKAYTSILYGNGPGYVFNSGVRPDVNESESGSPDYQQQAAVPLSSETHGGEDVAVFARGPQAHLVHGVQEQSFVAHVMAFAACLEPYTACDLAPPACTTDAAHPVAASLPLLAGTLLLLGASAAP
# A3G deaminase – APOBEC3G DNA deaminase inhibitors, primary screen, biochemical, fluorescence, single-stranded DNA substrate, uHTS; inhibition, % at 20 µM; recombinant A3G, ssDNA deamination FAM/TAMRA fluorescence; actives 0.28% (n = 330,000);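 active means inhibition of at least 40% at 20 µM, with no more than 30% in the related APOBEC3A deaminase screen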;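 further: plate controls were DMSO wells with A3G for no effect and wells lacking A3G enzyme for full effect; some compounds called inactive have numbers as strong as hits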
# MIN6 prolif – inducers of MIN6 beta-cell proliferation, primary screen, ATP luminescence, uHTS | actives 0.29% (n = 330,000) | MIN6 cells proliferation, ATPlite luminescence, 48 h; cells starved in 0.2% serum; 100% = growth in 10% serum | proliferation, % at 10 µM | AID 2380, 2010;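 active means compounds whose signal lies at least 3.5 SD above the mean of all wells on their plate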;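 further: 0% = DMSO-treated cells in low-serum medium and 100% = 10% serum control; some compounds called inactive have numbers as strong as hits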
# GRIN3A LBD mod – binders of NR3A ligand-binding domain, primary screen, biophysical, differential scanning fluorimetry, uHTS | Tm shift relative to glycine control, % at 25 µM | Glutamate receptor ionotropic, NMDA 3A (GRIN3A) ligand-binding domain | actives 2.5% (n = 340,000) | NR3A LBD differential scanning fluorimetry, Tm shift; 0% = protein alone, 100% = glycine-bound protein | AID 1259313, 2017;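 active means melting temperature shift of at least 10% of the positive control shift, at one fixed dose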
# hIAP act – human IAP activators, primary screen, biochemical, luminescence, uHTS | purified human IAP, CDP-Star luminescence, 30 min; hits give high values; 1 = vehicle-only enzyme, 0 = enzyme-free background | activation factor at 10 µM | actives 0.16% (n = 330,000);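 active means activation factor of the enzyme at least 2-fold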; further: the source names both 10 and 20 µM as test concentration; values of inactives mirror those of a sister screen read the other way
# MPTP inh – mitochondrial permeability transition pore inhibitors, primary screen, biochemical, isolated mouse mitochondria, absorbance; Ca2+ swelling absorbance, 30 min; inhibition, % at 10 µM; actives 1.4% (n = 360,000); AID 602449, 2012;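 active means inhibition of 50% or more, scaled per plate between neutral and stimulator controls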;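 further: 0% = DMSO wells given calcium and 100% = 1 mM EGTA wells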
# mIAP activ – activators of mouse IAP, primary screen, biochemical, luminescence, uHTS; activation factor at 10 µM; muIAP, CDP-Star luminescence, 30 min; hits give high values; 1 = vehicle-only enzyme signal, 0 = enzyme-free wells; actives 0.24% (n = 330,000);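 active means activation factor of at least 2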; further: the source names both 10 and 20 µM as test concentration; values of inactives mirror those of a sister screen read the other way
#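 Assay system: mouse IAP enzyme; reagent: chemiluminescent substrate CDP-Star; dosing: test compounds delivered from DMSO solution; schedule: 30 min at room temperature; measured by: luminescence from enzymatic CDP-Star hydrolysis; controls: DMSO-only wells and no-enzyme negative control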
# mIAP block – inhibitors of mouse IAP, primary screen, biochemical, luminescence, uHTS; purified mouse IAP, CDP-Star luminescence, 30 min; inhibition, % at 10 µM; actives 0.2% (n = 330,000);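 active means inhibition of at least 40% at 10 µM in the primary screen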;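 further: plate controls were DMSO with enzyme for no effect and no enzyme wells for full effect; values of inactives mirror those of a sister screen read the other way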
# An asterisk follows results filed as active; nt = not tested or not shown.
[1] COc1ccccc1-c1nc(SCC(=O)N(C)c2ccccc2)c2c(=O)n(C)c(=O)n(C)c2n1
[2] CCn1cc(C2Nc3ccccc3C(=O)N2O)c(C)n1 (stereo unspecified)
[3] CC(OC(=O)Cc1c[nH]c2ccccc12)C(=O)NC1CCCCC1C (stereo unspecified)
[4] O=c1c2ccccc2nc(SCc2nc(-c3ccccc3)no2)n1-c1ccc(F)cc1
[5] O=C(C1CCN(S(=O)(=O)N2CCC3(CC2)OCCO3)CC1)N1CCCCC1
[6] CCCCC1CCC(C(=O)N(C)CC(=O)Nc2cccc(OC)c2)CC1 (stereo unspecified)
[7] Cc1ccc(Nc2nc(N)nc(CN3CCC(C)CC3)n2)c(C)c1
[8] CC1=NN(c2ccc(Cl)c(C(=O)O)c2)C(=O)/C1=C/c1ccc(-c2ccccc2[N+](=O)[O-])o1

Screen / compound no.,1,2,3,4,5,6,7,8
APOBEC3A inh,0,-1,0,2,-3,-3,3,3
hIAP inh,-13,-16,14,-16,-3,5,3,14
A3G deaminase,-3,-3,4,-10,-4,-10,-1,-4
MIN6 prolif,-1,0,9,-5,-1,-3,-3,-3
GRIN3A LBD mod,-2,2,-1,-1,-1,-7,3,31*
hIAP act,1.1,1.2,0.86,1.2,1,0.95,0.97,0.86
MPTP inh,0.5,1.2,-1.2,2.4,-0.5,0.4,-1.0,1.2
mIAP activ,1,0.91,1,0.93,1,1.4,1,0.86
mIAP block,0,9,-2,8,-2,-40,-3,14

# Four of these compounds, reformatted:
# Every second line gives: APOBEC3A inh | hIAP inh | A3G deaminase | MIN6 prolif | GRIN3A LBD mod | hIAP act | MPTP inh | mIAP activ | mIAP block
8. CC1=NN(c2ccc(Cl)c(C(=O)O)c2)C(=O)/C1=C/c1ccc(-c2ccccc2[N+](=O)[O-])o1
  3 | 14 | -4 | -3 | 31* | 0.86 | 1.2 | 0.86 | 14
5. O=C(C1CCN(S(=O)(=O)N2CCC3(CC2)OCCO3)CC1)N1CCCCC1
  -3 | -3 | -4 | -1 | -1 | 1 | -0.5 | 1 | -2
3. CC(OC(=O)Cc1c[nH]c2ccccc12)C(=O)NC1CCCCC1C (stereo unspecified)
  0 | 14 | 4 | 9 | -1 | 0.86 | -1.2 | 1 | -2
4. O=c1c2ccccc2nc(SCc2nc(-c3ccccc3)no2)n1-c1ccc(F)cc1
  2 | -16 | -10 | -5 | -1 | 1.2 | 2.4 | 0.93 | 8

# An excerpt of these results, as labelled records.
(7) Cc1ccc(Nc2nc(N)nc(CN3CCC(C)CC3)n2)c(C)c1
  APOBEC3A inh: 3 | hIAP inh: 3 | A3G deaminase: -1 | MIN6 prolif: -3 | GRIN3A LBD mod: 3 | hIAP act: 0.97 | MPTP inh: -1.0 | mIAP activ: 1 | mIAP block: -3

(3) CC(OC(=O)Cc1c[nH]c2ccccc12)C(=O)NC1CCCCC1C (stereo unspecified)
  APOBEC3A inh: 0 | hIAP inh: 14 | A3G deaminase: 4 | MIN6 prolif: 9 | GRIN3A LBD mod: -1 | hIAP act: 0.86 | MPTP inh: -1.2 | mIAP activ: 1 | mIAP block: -2

# (listing goes on)
[9] CC1CCCC(NC(=O)CSc2n[nH]c(N)n2)C1C (stereo unspecified)
[10] COc1cccc(/C=C2\SC(=S)N(CC3CCCO3)C2=O)c1 (stereo unspecified)
[11] O=C(NCc1nnc(SCC(=O)N2CCN(c3ccccc3)CC2)o1)c1ccc(F)cc1
[12] O=C(Cn1nc(C(F)(F)F)c2c1CCC2)NCc1ccc(F)cc1
[13] CCc1ccc(S(=O)(=O)NCCc2cn3ccsc3n2)s1
[14] O=C(CN1C(=O)NC2(CCc3ccccc32)C1=O)Nc1c(Cl)cccc1Cl (stereo unspecified)
[15] COc1ccc(S(=O)(=O)Nc2ccccc2C(=O)N2CCCC2)cc1OC
[16] CSC(=CC(=O)c1ccc(F)cc1)SC

Screen / compound no.,9,10,11,12,13,14,15,16
APOBEC3A inh,5,-3,7,2,-3,-4,1,0
hIAP inh,1,0,-23,1,-8,3,13,2
A3G deaminase,10,-8,4,-5,-7,-6,-6,2
MIN6 prolif,-3,0,2,-1,6,-1,-5,2
GRIN3A LBD mod,-2,7,-2,-1,0,-1,-1,1
hIAP act,0.99,1,1.2,0.99,1.1,0.97,0.87,0.98
MPTP inh,-2.2,-0.8,2.4,3.0,0.7,-0.1,-0.1,2.8
mIAP activ,0.96,0.82,0.95,0.8,1,0.78,1,0.95
mIAP block,4,18,5,20,0,22,0,5

[17] Cc1ccc(C(=O)N2N=C(c3ccccc3)CC2(O)C(F)(F)F)o1 (stereo unspecified)
[18] CCOC(=O)c1ccc2c(c1)n(CC)c(C)[n+]2CC
[19] O=C(CCc1ccccc1)NCCS(=O)(=O)N1CCN(c2ccccc2)CC1
[20] COc1cc(C2NC(=S)NC3=C2C(=O)CCC3)ccc1O (stereo unspecified)
[21] COc1ccc(NC2=C3CCCC=C3N(c3ccc(OC)cc3)C2=O)cc1
[22] COC(=O)CN(c1ccccc1)S(=O)(=O)c1cc(Br)ccc1OC
[23] CN(C)CCNC(=O)COc1ccc(Cl)cc1Cl
[24] COc1cccc(N2CCN(CC(=O)Nc3nc4c(s3)CC(C)CC4)CC2)c1 (stereo unspecified)

Screen / compound no.,17,18,19,20,21,22,23,24
APOBEC3A inh,-2,73*,-1,-1,0,-1,3,0
hIAP inh,9,2,-4,9,4,-8,-10,-29
A3G deaminase,-7,13,0,-9,-1,-9,4,-4
MIN6 prolif,2,-1,3,0,1,-1,1,-4
GRIN3A LBD mod,0,-1,-3,0,-1,-1,2,0
hIAP act,0.91,0.98,1,0.91,0.96,1.1,1.1,1.3
MPTP inh,5.4,-0.9,-1.4,-0.2,3.6,0.1,1.0,-0.9
mIAP activ,0.95,1.1,1.1,1,0.95,1,1.1,0.9
mIAP block,5,-6,-10,0,5,-3,-13,10

[25] CC(=O)Nc1nc(-c2ccccc2)c(-c2ccccc2)o1
[26] CC1=NN(c2nc3ccccc3[nH]2)C(=O)C1Cc1ccccc1 (stereo unspecified)
[27] Cc1ccnc(SCc2cc(=O)c(OC(=O)c3ccc(Br)o3)co2)n1
[28] CC(=O)c1ccc(NC(=O)CCCN2C(=O)COc3ccc(C)cc32)cc1
[29] C/C(=N\Nc1ccc(C(=O)c2c(C)cc3ccccn23)cc1[N+](=O)[O-])c1ccc(O)cc1
[30] O=C(COC(=O)c1cccc(Br)c1)NCCNC(=O)COC(=O)c1cccc(Br)c1
[31] Cc1nc2cc(C(=O)N3CCN(C)CC3)ccc2n1C
[32] COc1ccc(NC(=O)Cn2c(=O)n(-c3ccccc3)c(=O)c3oc4ccccc4c32)c(OC)c1

Screen / compound no.,25,26,27,28,29,30,31,32
APOBEC3A inh,4,-2,-1,-5,-2,5,1,4
hIAP inh,1,-12,5,-37,31,-11,-1,3
A3G deaminase,-4,-2,-7,-4,-2,-1,-1,-8
MIN6 prolif,4,-4,0,3,-4,-4,-4,0
GRIN3A LBD mod,-1,-1,-2,-3,6,2,-3,-12
hIAP act,0.99,1.1,0.95,1.4,0.69,1.1,1,0.97
MPTP inh,0.5,-1.3,-2.5,0.3,22,-0.8,-1.7,3.3
mIAP activ,0.99,1,1,0.97,0.88,0.99,0.99,1.1
mIAP block,0,-3,-1,3,12,1,1,-7

[33] CCOC(=O)Cc1csc(NS(=O)(=O)c2ccc(NC(C)=O)cc2)n1
[34] O=C(NCCCN1CCCC1=O)Nc1ccccc1Cl
[35] COc1ccc(CNC(=O)CCC(=O)Nc2nnc(C(F)(F)F)s2)cc1
[36] COc1cc(-c2noc(C)c2C#Cc2ccsc2)cc(OC)c1OC
[37] Cc1cc(NC(=O)CSc2nc3ccsc3c(=O)n2Cc2ccccn2)n[nH]1
[38] CCN1C(=O)c2cccc3c(S(=O)(=O)Nc4ccc(OC)cc4OC)ccc1c23
[39] Cc1nn(C)c(C)c1NS(=O)(=O)c1ccc(Cl)s1
[40] COc1ccc(CNC(=O)C(=O)NCC2OCCCN2S(=O)(=O)c2cccs2)cc1 (stereo unspecified)

Screen / compound no.,33,34,35,36,37,38,39,40
APOBEC3A inh,-5,8,-5,-2,-4,1,-4,-4
hIAP inh,0,10,-17,3,12,4,-14,-8
A3G deaminase,-8,2,-11,-3,-2,-1,-6,-3
MIN6 prolif,0,1,3,-7,-2,0,1,-3
GRIN3A LBD mod,0,-1,2,2,0,-5,4,0
hIAP act,1,0.91,1.2,0.97,0.89,0.96,1.1,1.1
MPTP inh,-1.0,0.6,-0.3,0.6,-2.6,1.6,-1.3,-0.1
mIAP activ,0.95,1,0.94,1,0.92,0.97,0.96,1.1
mIAP block,4,-1,6,-3,8,3,4,-6

[41] Cc1nc([N+](=O)[O-])cn1-c1nc2ccccn2c1[N+](=O)[O-]
[42] CCN(CC)CCN(Cc1cc2ccc(C)c(C)c2[nH]c1=O)C(=S)NCc1ccco1
[43] N#Cc1ccsc1NC(=O)CN1CCCCC1
[44] COc1ccc(CCNCC(=O)Nc2ccc(C)c(S(=O)(=O)N(C)C)c2)cc1
[45] N[C@@H](Cc1cc(I)c(Oc2cc(I)c(O)c(I)c2)c(I)c1)C(=O)O
[46] Cc1ccc(C)c(SCC(=O)c2ccc[nH]2)c1
[47] CC(=O)Oc1cccc(N2C(=O)c3ccc(C(=O)O)cc3C2=O)c1
[48] Cc1cc(C)cc(Oc2ccc(N)cc2)c1

Screen / compound no.,41,42,43,44,45,46,47,48
APOBEC3A inh,-4,0,-2,3,10,2,-2,-2
hIAP inh,8,7,4,0,-5,-10,17,14
A3G deaminase,0,-4,0,2,-1,-3,-4,-7
MIN6 prolif,0,-4,0,-4,-7,-4,7,-3
GRIN3A LBD mod,-10,-3,1,0,-4,-2,-2,0
hIAP act,0.92,0.93,0.96,1,1.1,1.1,0.83,0.86
MPTP inh,-1.0,-0.5,-1.7,68*,nt,-0.2,2.6,-1.6
mIAP activ,0.94,0.95,0.89,1.1,0.74,1.1,0.96,1.1
mIAP block,6,5,11,-7,26,-7,4,-7

[49] CCOC(=O)C1CCN(S(=O)(=O)c2cc(Cl)c(C)cc2OC)CC1
[50] O=[N+]([O-])c1cccc(CN2CCN(c3cccc4[nH]ccc34)CC2)c1
[51] CC1Sc2ccc(S(=O)(=O)CCC(=O)Nc3ccccn3)cc2NC1=O (stereo unspecified)
[52] COc1ccccc1C(=O)NC1CC(C)(C)NC(C)(C)C1

Screen / compound no.,49,50,51,52
APOBEC3A inh,-3,-6,-3,-7
hIAP inh,-11,-2,-2,10
A3G deaminase,-8,-8,-2,-11
MIN6 prolif,-2,0,-3,-1
GRIN3A LBD mod,3,1,-1,-3
hIAP act,1.1,1,1,0.9
MPTP inh,-1.8,0.3,-1.7,-1.2
mIAP activ,0.93,0.99,0.96,0.98
mIAP block,7,1,4,2

# Screens deposited in PubChem by Sanford-Burnham Center for Chemical Genomics.
